CendR NRP1 mod = modulators of CendR peptide binding to human neuropilin-1 | inhibition, % at 25 µM | O14786 | FAM-RPARPAR peptide binding to NRP-1, fluorescence polarization | hit rate 0.85% among 360,000 | AID 602438;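 active = inhibition or corrected inhibition above about 18%, plus a signal ratio from 0.5 to 1.5, limit read from the data, passing the limit was not always enough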; note: strong numbers were not always called active
MsrA act = activators of bovine methionine sulfoxide reductase A. purified bovine MsrA, absorbance read-out. activation, % at 10.6 µM. hit rate 0.3% among 360,000. AID 602163; in the data active = activation above about 7.5%;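 note: 0% = vehicle and 100% = reference activator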
E coli Lon inh = E. coli protease La inhibition | P0A9M0 | purified E. coli Lon protease, fluorescence polarization | inhibition, % at 7.94 µM | hit rate 0.42% among 360,000; in the data active = inhibition above about 13%, passing the limit was not always enough;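 note: 0% = enzyme with probe and DMSO and 100% = no enzyme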
MT1-MMP act inh = blocks activation of human MT1-MMP; HT1080 RFP-PRO-GFP cells, GFP/RFP ratio fluorescence, overnight; percent of plate control window, DMSO zero; P50281; hit rate 0.061% among 360,000; AID 651647; GFP/RFP ratio change, % at 20 µM;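 active = GFP/RFP ratio change of at least 30% with cell ATP level not reduced by more than half and red fluorescence within 50% of control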; note: strong numbers were not always called active
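Assay system: HT1080 cells carrying an RFP-PRO-GFP reporter | Dosing: Single dose of 20 µM compound, 1% DMSO final | Incubation: Cells overnight before dosing, compound overnight, 37 °C, 5% CO2 | Evaluation: GFP/RFP fluorescence ratio | Control set: DMSO and RFP-L50D-GFP cell wells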
MLLE-PAM2 inh = blocks PAM2 peptide binding to the PABP1 MLLE domain; P11940; GST-MLLE / FITC-PAM2 fluorescence polarization; inhibition, % at 20 µM; hit rate 0.36% among 360,000; AID 588489; in the data active = inhibition above about 35%, passing the limit was not always enough;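 note: plate controls were DMSO wells with GST-MLLE for no effect and wells lacking GST-MLLE protein for full effect; some results filed as inactive read as strong as hits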
FAS-TE inh = inhibitors of human fatty acid synthase thioesterase domain. hit rate 0.67% among 360,000. recombinant FAS-TE, OMFH fluorogenic substrate, fluorescence endpoint. inhibition, % at 15 µM. AID 602261. P49327;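 active = compounds whose normalised, plate-corrected inhibition of enzyme fluorescence in the single-dose primary screen is 50% or more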;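 note: 0% = DMSO with enzyme and 100% = substrate without enzyme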
Neddyl block = inhibitors of human cullin neddylation; P61081+Q13564; TR-FRET cullin neddylation, biochemical; calls only at 25 µM; hit rate 0.58% among 360,000; AID 651699; in the data active = inhibition above about 36%
Target sequence (P61081 whole entry, looked up): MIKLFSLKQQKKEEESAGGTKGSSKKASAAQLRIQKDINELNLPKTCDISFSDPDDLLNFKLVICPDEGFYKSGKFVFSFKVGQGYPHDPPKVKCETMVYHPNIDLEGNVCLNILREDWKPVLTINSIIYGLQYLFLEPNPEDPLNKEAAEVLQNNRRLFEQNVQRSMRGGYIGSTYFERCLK
Target sequence (Q13564 whole entry, looked up): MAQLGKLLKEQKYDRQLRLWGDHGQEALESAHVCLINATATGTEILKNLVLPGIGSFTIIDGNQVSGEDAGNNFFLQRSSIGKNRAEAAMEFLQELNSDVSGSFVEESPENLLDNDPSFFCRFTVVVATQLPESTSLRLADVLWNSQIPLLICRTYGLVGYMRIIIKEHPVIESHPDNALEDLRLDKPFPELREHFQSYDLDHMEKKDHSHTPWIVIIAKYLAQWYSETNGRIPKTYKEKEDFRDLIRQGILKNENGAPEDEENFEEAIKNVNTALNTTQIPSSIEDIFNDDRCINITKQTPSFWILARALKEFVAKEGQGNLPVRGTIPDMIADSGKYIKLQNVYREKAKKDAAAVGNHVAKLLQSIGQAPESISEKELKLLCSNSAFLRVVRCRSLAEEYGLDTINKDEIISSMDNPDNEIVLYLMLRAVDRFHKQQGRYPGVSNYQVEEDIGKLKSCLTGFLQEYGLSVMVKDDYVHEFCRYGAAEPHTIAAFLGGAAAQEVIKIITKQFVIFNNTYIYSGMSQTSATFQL
SKN-1 block = blocks SKN-1 activity in C. elegans; AID 624304; inhibition, % at 21.8 µM; hit rate 0.49% among 360,000; C. elegans VP596 Pgst-4::GFP/RFP ratio, acrylamide-induced, 24 h;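 active = interference check ratio from 0.5 to 1.5 plus GFP to RFP signal ratio inhibition reaching or exceeding a fixed threshold, cut at about 30% in these data, passing the limit was not always enough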; note: some compounds called inactive have numbers as strong as hits
Rin1-Abl PPI inh = human Rin1-Abl interaction inhibition; P00519+Q13671; TR-FRET Rin1/Abl binding, biochemical; inhibition, % at 7.35 µM; hit rate 0.4% among 360,000; in the data active = inhibition above about 5%, passing the limit was not always enough
* = called active by the depositor; i = inactive; . = not tested or not shown; + = active, no number. An unsorted share of the library; overall some 4% were active at least once.

SMILES	CendR NRP1 mod	MsrA act	E coli Lon inh	MT1-MMP act inh	MLLE-PAM2 inh	FAS-TE inh	Neddyl block	SKN-1 block	Rin1-Abl PPI inh
Cc1ccc(/C=N/n2c(=O)c(C(C)(C)C)nn3cnnc23)cc1	6	-9	1	2	1	-8	i	2	2
CCOC(=O)C1=CC[C@@H](c2ccco2)N(S(=O)(=O)c2ccc(C)cc2)[C@H]1C(=O)OCC	10	-2	-4	-1	2	8	i	6	3
CCOC(=O)c1ccc(NC(=S)N2CCCC2c2ccc(OC)c(OC)c2)cc1 (centres undefined)	2	-4	5	1	-113	9	i	10	0
CCSc1nnc(NC(=O)[C@@H](NC(=O)c2ccccc2F)C(C)C)s1	17	-2	-2	-4	-3	-3	i	14	3
O=C(Oc1ccc2c(c1)O/C(=C\c1ccncc1)C2=O)c1cccs1	-2	-3	54*	-14	33	-7	i	-5	-6
Cc1cccc(-n2cnc(C(=O)NNC(=S)Nc3ccc(Cl)cc3)c2)n1	-8	-2	-1	-15	20	4	i	-1	5
C=CCNC(=S)Nc1ccc(Cl)c(S(=O)(=O)N2CCOCC2)c1	7	-2	2	2	13	-2	i	6	1
CCCCC(=O)N(C)c1c(C)nc2ccc(C(=O)N3CCN(C(=O)c4ccco4)CC3)cn12	-4	-2	-7	2	2	0	i	-3	3
O=C1NCCN(Cc2c(F)cccc2Cl)C1CC(=O)N1CCCO1 (centres undefined)	6	-8	-6	-3	1	-7	i	-3	3
Cc1cc(C)c(C(=O)OCC(=O)Nc2cccc(S(=O)(=O)N3CCCCC3)c2)c(C)c1	0	2	8	0	-27	22	i	7	0
COc1ccc(OCCCC(=O)OC(C)C(=O)Nc2ccc(S(N)(=O)=O)cc2)cc1 (centres undefined)	14	-3	-2	2	-6	-6	i	9	1
COc1ccccc1-n1c(-c2ccc(NS(C)(=O)=O)cc2)n[nH]c1=S	19	-6	-4	6	1	-6	+	3	1
Cc1cc(S(=O)(=O)NCC(C)C)ccc1OCC(=O)N1CCOCC1	4	3	-8	11	-8	0	i	2	2
Cc1ccc(S(=O)(=O)Nc2cc(-c3ccccc3)nn2C)cc1	1	-2	9	-1	1	-5	i	18	-3
CC(C)(C)c1ccc(-c2cc(N)n[nH]2)cc1	-9	-10	-13	-3	7	-7	i	8	1
COc1ccc(N2C(=NC(=O)C3CCCCC3)SC3CS(=O)(=O)CC32)cc1 (centres undefined)	8	-1	-4	-1	3	6	i	-1	-5
C[C@H](NC(=O)c1nc[nH]c1C(=O)N[C@@H](CCCCN)C(=O)OC(C)(C)C)C(=O)OCc1ccccc1	12	0	-3	0	-5	-10	i	7	1
COc1ccc(NC(=O)C23CC4CC(C2)CC(c2ccc(C)cc2)(C4)C3)cc1	-11	0	18	-20	5	31	i	-4	-2
C=CCNC(=O)C1CCN(S(=O)(=O)c2cccs2)CC1	-9	-2	8	-2	2	-3	i	6	-1
O=C(COc1ncnc2sccc12)N1CCc2ccccc2C1	0	2	-7	8	-7	0	i	3	3
CC(C)c1ccc(S(=O)(=O)N2CCN(C(C)C(=O)N3CCCC3)CC2)cc1 (centres undefined)	2	-2	-13	-5	-15	-3	i	0	5
Cc1cc(=O)[nH]c(N2CCN(C(c3ccccc3)c3ccccc3)CC2)n1	1	-2	-11	-4	5	-2	i	-10	-1
Cc1cc(S(=O)(=O)Nc2ccc3c(c2)n(C)c(=O)n3C)ccc1F	9	-2	4	1	0	-2	i	10	-3
Cc1cc(C(F)(F)F)n2ncc(-c3ccccc3)c2n1	5	-1	-6	4	0	5	i	18	-1
COc1ccc(-c2nc(CS(=O)CC(=O)NCc3ccco3)c(C)o2)cc1OC (centres undefined)	2	-1	3	8	16	-4	i	8	-1
SMILES	CendR NRP1 mod	MsrA act	E coli Lon inh	MT1-MMP act inh	MLLE-PAM2 inh	FAS-TE inh	Neddyl block	SKN-1 block	Rin1-Abl PPI inh
COC(=O)COc1ccc(S(=O)(=O)NCc2cccnc2)cc1C	-8	-2	-11	-7	3	-2	i	11	3
CCOc1ccc2[nH]c3c(N4CCN(C(=O)c5ccco5)CC4)ncnc3c2c1	0	-3	-3	6	4	5	.	-6	1
CC(=O)C1=C(O)C(=O)N(CCc2c[nH]c3ccccc23)C1c1ccco1 (centres undefined)	-46	-4	0	-7	7	2	i	27	7
N/C(=N\c1nc2ccccc2o1)NC(=O)c1cccc(Br)c1	-12	0	-10	0	-2	6	i	7	0
CC(Sc1nc2c(c(=O)[nH]1)CCCC2)C(=O)Nc1ccc(S(N)(=O)=O)cc1 (centres undefined)	1	-9	5	-3	11	-5	i	-16	1
O=C(Nc1ccc2nc3ccccc3nc2c1)c1ccc(Br)cc1	-28	-4	-1	-1	-8	-10	i	14	-3
O=C(COc1cccc2cccnc12)N1CCc2ccccc21	1	-10	-4	0	8	-9	i	-4	-3
Cc1ccc2c(=O)[nH]c(Cc3ccccc3C(=O)O)nc2c1	3	3	-2	2	-1	-8	i	9	0
CCn1cc(C(=O)N2CCCCC2)c(=O)c2cc(S(=O)(=O)N3CCC(C)CC3)ccc21	-3	-2	-3	2	-3	-6	i	-12	0
CCN(CC)Cc1c(C)[nH]c2ccc(NC(C)=O)cc2c1=O	-11	-6	0	2	9	-6	i	-3	1
C[C@@H](C(=O)NC1CCCC1)N1C(=O)N2CCc3c([nH]c4ccccc34)[C@@]2(C)C1=O	3	-2	-7	-6	5	-2	i	3	0
Brc1ccccc1/C=N/Nc1nc2ccccc2o1	-10	-3	0	-2	2	-4	i	-5	2
COCCN(Cc1ccccc1)C(=O)c1cccc(S(=O)(=O)N2CCN(c3ccc(F)cc3)CC2)c1	-5	0	-3	2	2	22	i	6	4
CN1CCc2c(sc3c2C(=O)NC(c2ccco2)N3)C1 (centres undefined)	-14	-3	-3	-20	-23	-9	i	30	-9
CSc1ccc(/C=N/N2CCN(C)CC2)cc1	-10	-3	8	-1	16	-4	i	4	4
O=C(NCCc1ccc(Cl)cc1)c1cccs1	-4	4	5	2	-3	0	i	2	-3
Cc1cc(C(=O)NCC(c2ccco2)N(C)C)ccc1[N+](=O)[O-] (centres undefined)	4	-2	-5	-1	11	0	i	0	0
CCOC(=O)C1CCN(C(=O)Nc2ccc(OC)c(OC)c2)CC1	-13	-3	-18	-4	-5	-1	i	9	3
O=[N+]([O-])c1ccccc1OCC(O)CN1CCN(CC(O)COc2ccccc2[N+](=O)[O-])CC1 (centres undefined)	-2	6	-57	3	2	-3	i	-9	-3
NCCCn1c(C(=O)c2ccc(Cl)cc2)c2ccc([N+](=O)[O-])cc2[n+]1[O-]	-13	-2	-11	-8	-20	-22	i	2	-5
O=C1COc2ccc(C(=O)COC(=O)Cc3ccc(Cl)cc3)cc2N1	2	-3	10	5	-20	15	i	2	-1
CC(=O)c1c(C)nn(C(=O)c2cccs2)c1C	5	-2	-6	-3	-13	-8	i	-15	-2
Cc1c(N/C=C(\Cl)C(=O)C(F)(F)F)c(=O)n(-c2ccccc2)n1C	-9	-4	-2	0	8	-5	i	3	-2
CCCNC(=O)CSc1nnc(NC(=O)C2CC(=O)N(c3ccccc3OC)C2)s1 (centres undefined)	-13	0	-4	0	-20	-4	i	2	2
Cc1c(C#N)c2ccccc2n1CC(=O)NCC1CCCO1 (centres undefined)	-10	-7	-3	0	-12	-8	i	5	0

Some of these compounds in order of the MLLE-PAM2 inh value, falling:
SMILES | CendR NRP1 mod | MsrA act | E coli Lon inh | MT1-MMP act inh | MLLE-PAM2 inh | Neddyl block | SKN-1 block | Rin1-Abl PPI inh
CSc1ccc(/C=N/N2CCN(C)CC2)cc1 | -10 | -3 | 8 | -1 | 16 | i | 4 | 4
CCOc1ccc2[nH]c3c(N4CCN(C(=O)c5ccco5)CC4)ncnc3c2c1 | 0 | -3 | -3 | 6 | 4 | . | -6 | 1
O=C(NCCc1ccc(Cl)cc1)c1cccs1 | -4 | 4 | 5 | 2 | -3 | i | 2 | -3
CN1CCc2c(sc3c2C(=O)NC(c2ccco2)N3)C1 (centres undefined) | -14 | -3 | -3 | -20 | -23 | i | 30 | -9

Continuation.
SMILES	CendR NRP1 mod	MsrA act	E coli Lon inh	MT1-MMP act inh	MLLE-PAM2 inh	FAS-TE inh	Neddyl block	SKN-1 block	Rin1-Abl PPI inh
COc1ccc(NC(=S)NC(=O)/C=C/c2cccs2)cc1	11	-4	3	1	18	0	i	16	-1
c1ccc2oc(-c3nn4c(Cn5cnc6ccccc65)nnc4s3)cc2c1	6	-2	14	1	-94	1	i	-3	1
O=c1[nH]c2ccccc2c(=O)c2ccccc12	2	-4	-10	-6	-2	-1	i	6	3
Cc1cc(C(=O)Nc2ccc(S(=O)(=O)Nc3onc(C)c3C)cc2)c(C)o1	-4	-4	1	-5	5	-4	i	20	1
Cn1c(SCC#N)nc2ccccc2c1=O	12	-3	1	4	-14	-2	i	-3	1
COC(=O)c1c(NC(=O)CN2CCN(c3ccccc3)CC2)c2c(C)cccc2n1C	6	-8	-2	-1	1	6	i	-3	-4
COc1ccccc1NC(=O)CC(=O)c1ccccc1	8	-3	-4	6	-6	1	i	10	1
O=c1cc(NS(=O)(=O)c2ccccc2)nc(SCc2c(Cl)cccc2Cl)[nH]1	-7	-1	5	0	1	-3	i	10	-2
CC(C)(C)OC(=O)C[C@H]1C/C=C\C[C@H](CC(=O)N(CCO)Cc2ccccc2)C(=O)N[C@@H](Cc2ccccc2)COC1=O	30*	-1	6	0	-2	-7	i	2	-2
O=S(=O)(c1ccc2ccccc2c1)N1CCN(C(=S)Nc2ccc(F)c(Cl)c2)CC1	3	-3	-7	15	-13	35	i	0	-1
COc1ccccc1-c1cnc(C(O)c2ccc(F)c(C)c2)[nH]1 (centres undefined)	0	-1	-24	9	3	-4	i	-16	2
Cc1ccc(-n2c(=O)[nH]c3c(C(N)=O)nc(-c4ccc(C)o4)nc32)cc1	-3	3	-5	-2	17	-3	i	10	-1
COc1ccc(-c2nc(SC(C)C(=O)Nc3ccc(NC(C)=O)cc3)n[nH]2)cc1 (centres undefined)	-2	-3	-6	-8	0	-6	i	11	0
CCOC(=O)c1nnn(-c2nc(N(C)C)nc(N(C)C)n2)c1C	-10	-3	-9	2	9	-4	i	-7	-2
COc1cccc(NC(=O)c2ccncc2)c1	-4	-4	-2	-2	1	0	i	-9	-2
CCc1cc(Cn2nc(C(=O)O)cc2-c2ccccc2)on1	2	-3	-3	3	0	-8	i	-2	1
C=CCNC(=O)C1CC2c3ccccc3C1c1ccccc12 (centres undefined)	4	-5	-12	3	0	-5	i	-4	-1
CCN(CC)c1ccc(N=Nc2nn(C)c(C)c2[N+](=O)[O-])cc1	-4	-3	1	44	2	24	i	22	-20
CCN1CCc2nc3ccccc3c(C(=O)Nc3ccc(C#N)cc3)c2C1	-15	-4	-4	0	-4	-6	i	-2	1
CCOc1cccc(C2C(C#N)=C(N)Oc3cc(C)n(Cc4ccccn4)c(=O)c32)c1OCC (centres undefined)	-10	-2	-14	-5	4	5	i	11	-1
CCCC(=O)Nc1cc(C)c(NC(=O)c2ccco2)cn1	11	-1	-9	-2	-3	-3	i	2	-2
COCCNC(=O)c1c[nH]c2cc(OC)c(OC)cc2c1=O	7	4	5	9	3	0	i	-11	1
Cc1cccc(C)c1NC(=O)CSc1nnc(-c2cnccn2)n1C	10	-3	6	0	-15	-4	i	-1	-2
COc1ccc([C@@H]2C=C(C(=O)O)O[C@H](OCCCCO)C2)cc1	-12	-2	-5	2	7	-12	i	-3	-2
Nn1cnnc1N/N=C/c1cc(Br)cc(Br)c1O	-35	1	-4	-10	-21	12	i	-3	-1
CNc1cncc(-c2cccc(C(=O)NCCN(C)C)c2)n1	8	-1	2	1	-2	-8	.	3	-3
Cc1cc(C)nc(SCCC(=O)N2CCOCC2)n1	-12	-1	-6	4	0	-4	i	-1	2
O=C(Nc1cccc(S(=O)(=O)N2CCCCC2)c1)c1c2c(nc3ccccc13)CCN(Cc1ccccc1)C2	-12	-8	-1	-28	3	14	i	12	-3
